Assay outcomes (PubChem BioAssay)
PLK1 PBD inh: PLK1 (human) polo-box domain binding inhibition; P53350; Plk1 PBD binding of FITC phosphopeptide, fluorescence polarization; Potency, µM, for inactives: max response, negative = inhibition, hits mostly inhibitors; actives 2.8% (n = 360,000); also: potency is read from the fitted curve at half-maximal effect; series mostly up to about 57 µM; % is scaled to controls: 0 for no effect and ±100 for the full control effect; nearly all actives have a fitted effect of over 65% in size
FUS yeast rescue: suppressors of FUS proteinopathy in yeast; S. cerevisiae FUS-expressing, growth rescue, OD600, 24 h; Potency, µM (highest dose often 76.6 µM), without a hit: top-dose growth rescue (activation), actives largely listed as activators; actives 0.24% (n = 390,000); AID 1347120;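 also: potency is read from the fitted curve at half-maximal effect; plate controls were DMSO vehicle for no effect and reference control for full effect; nearly all actives have a fitted effect of over 55% in size; some results filed as inactive show a strong effect at the top dose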
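Galactose (2%) drives FUS expression in yeast precultured in raffinose; seeding density OD 0.005. Test compounds incubated 24hr at 30C and 99% humidity before absorbance at 600 nm was measured.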
PI5P4K alpha inh: inhibitors of human PI5P4K alpha | actives 1.2% (n = 330,000) | P48426 | AID 652105 | PI5P4Kalpha enzyme, ADP-Glo luminescence, 60 min; hits give low values | max response, %; active = max response of -50% or lower; inconclusive = between -30% and -50%; inactive = -30% or higher; also: value at the top dose of about 77 µM; % is scaled to controls: 0 for no effect and ±100 for the full control effect
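ADP-Glo luminescence end-point read after a 60 min room-temperature kinase reaction of PI5P4Kalpha plus substrate, initiated with ATP at 5 microM final. Buffer: 0.038 M HEPES pH 7.4, EGTA, 0.1% CHAPS, 5% DMSO.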
Abeta rescue: compounds reversing amyloid beta toxicity in yeast; Potency, µM (series often up to 46.1 µM), inactives show top-dose growth rescue, usual class: activators; yeast expressing A-beta42, growth rescue, OD600, 48 h; response scale: 0% DMSO, 100% iron-clioquinol control; actives 0.063% (n = 410,000); also: potency is read from the fitted curve at half-maximal effect; nearly all actives have a fitted effect of over 55% in size
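Yeast A-beta toxicity model in growth medium with pinned compounds, 48 h at 30 C; growth read as absorbance at 600 nm. Normalized to FeCl3/clioquinol equimolar mix (positive) and DMSO (negative).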
EPAC1 ag: EPAC1 (human) agonism; EPAC1 agonist qHTS, biochemical assay; response scale: 100% = response to 6.5 mM cAMP; Potency, µM (titrated, usually from 154 µM), for inactives: at the highest dose activation, usual class: activators; actives 0.073% (n = 360,000); AID 720707; also: potency is read from the fitted curve at half-maximal effect; nearly all actives have a fitted effect of over 60% in size
Target sequence (O95398 whole entry, looked up): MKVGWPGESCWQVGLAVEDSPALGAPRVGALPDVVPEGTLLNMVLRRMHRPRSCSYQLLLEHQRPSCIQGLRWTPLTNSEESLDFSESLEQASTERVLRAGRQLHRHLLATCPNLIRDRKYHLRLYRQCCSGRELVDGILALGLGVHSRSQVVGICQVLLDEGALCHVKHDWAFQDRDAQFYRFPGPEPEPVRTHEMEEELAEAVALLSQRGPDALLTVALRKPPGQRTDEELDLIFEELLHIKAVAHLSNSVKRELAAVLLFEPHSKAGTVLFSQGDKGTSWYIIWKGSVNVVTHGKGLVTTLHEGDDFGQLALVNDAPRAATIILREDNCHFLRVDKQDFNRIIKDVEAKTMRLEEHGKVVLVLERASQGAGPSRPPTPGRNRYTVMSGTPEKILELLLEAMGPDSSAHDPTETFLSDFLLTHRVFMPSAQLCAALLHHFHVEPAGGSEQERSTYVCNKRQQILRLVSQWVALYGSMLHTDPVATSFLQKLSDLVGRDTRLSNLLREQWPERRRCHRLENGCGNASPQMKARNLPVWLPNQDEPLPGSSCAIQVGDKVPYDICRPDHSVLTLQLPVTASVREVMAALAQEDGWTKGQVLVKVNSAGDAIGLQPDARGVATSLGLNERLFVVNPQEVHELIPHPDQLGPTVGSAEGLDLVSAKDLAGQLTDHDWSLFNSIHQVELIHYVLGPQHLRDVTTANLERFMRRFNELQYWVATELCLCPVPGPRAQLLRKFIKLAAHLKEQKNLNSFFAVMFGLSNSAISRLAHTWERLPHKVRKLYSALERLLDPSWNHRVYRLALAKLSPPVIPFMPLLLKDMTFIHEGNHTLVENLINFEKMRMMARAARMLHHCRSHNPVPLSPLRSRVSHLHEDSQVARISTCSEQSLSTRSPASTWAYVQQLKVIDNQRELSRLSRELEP
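EPAC1 100 nM, Rap1B–BODIPY-GDP 250 nM, unlabeled GDP 50 uM; compound titration; 5 min RT; kinetic read ex480/em540 at 5-min intervals ×30 min; data normalized to 6.5 mM cAMP agonist control.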
IL-2 act: activators of IL-2. AID 652025. actives 0.065% (n = 360,000). IL-2 activation reporter assay, cell-based qHTS; stimulated with anti-CD3/CD4/CD28 beads; in transgenic mouse T cells. activation, % (series mostly up to about 46 µM); in the data active = activation above about 50%; inconclusive = mostly about 30% to 49%; also: 0% is about no effect
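Readout is EGFP and DsRed signal by fluorescent plate cytometry after 18 h at 37 degrees C. Transgenic mouse T cells (750/well) received compound for 60 min before bead stimulation (anti-CD3, anti-CD4, anti-CD28); memory T cells served as non-tolerant control.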
EPAC1 antagonist: EPAC1 (human) antagonism; O95398; EPAC1 GEF assay, Rap1b-BODIPY-GDP exchange fluorescence; Potency, µM (top dose mostly 115 µM), for the others: top-dose activity change, negative = inhibition, hits mostly inhibitors; actives 0.14% (n = 360,000);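 also: potency is read from the fitted curve at half-maximal effect; plate controls were vehicle for no effect and positive control for full effect; nearly all actives have a fitted effect of over 50% in size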
WRN helicase inh: WRN helicase (human) inhibition; Q14191; WRN helicase unwinding, fluorescent forked duplex, kinetic; Potency, µM (highest dose often 114 µM), for the others: at the top dose activity change, negative = inhibition, actives largely listed as inhibitors; actives 0.46% (n = 360,000); also: potency is read from the fitted curve at half-maximal effect; % is scaled to controls: 0 for no effect and ±100 for the full control effect; nearly all actives have a fitted effect of over 55% in size
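Kinetic fluorescence helicase assay: unwinding of a quenched forked DNA duplex (100 nM final) with 2 mM ATP final raises red fluorescence (525/598 nm). Compounds sat 15 min at room temperature with 20 nM WRN beforehand.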
* = called active by the depositor; ? = inconclusive; . = not tested or not shown; & = joins results of further samples; [ ] = dose if it differs, or a comment. Unless noted, calls follow the shape of the dose curve; as a rule, active = well fitted curve in the direction sought with a large enough effect; inconclusive = small, poorly fitted or top-dose-only effect, or another doubt; inactive = no such curve, though single readings can be large; an effect the other way counts as inactive or inconclusive.

Results follow in this order: PLK1 PBD inh, FUS yeast rescue, PI5P4K alpha inh, Abeta rescue, EPAC1 ag, IL-2 act, EPAC1 antagonist, WRN helicase inh
> O=C(CC1C(=O)NCCN1Cc1cccc(Oc2ccccc2)c1)NCC1CCOCC1 (stereo not given)
  -15.7%, 1.0%, -7.8, -19.1%, -7.8%, 0.2, -15.9%, 7.3%
> CC(NC(=O)c1ccco1)c1nc(-c2ccccc2)no1 (stereo not given)
  -5.3%, 19.7%&-0.9%, 4.3, -13.0%&-14.2%, 8.4%, -0.3, -4.8%, -0.9%
> COCCNC(=O)c1cc(-c2ccc3c(c2)OCO3)on1
  -0.6%, ., -2.4, 15.7%, -8.5%, -0.3, -11.9%, -13.2%
> COc1ccc(CCNC(=O)C2CC3Cn4c(nc5cc(C)c(C)cc54)C3N2C)cc1 (stereo not given)
  2.1%, -25.5%, 2.2, 1.8%, -11.7%, 0.0, 14.8%, 2.8%
> CC(=O)c1ccc(OCCCC(=O)Nc2nnc(C3CC3)s2)cc1
  4.4%, ., -4.2, 6.3%, 6.4%, -1.8, 5.3%, 6.0%
> CCCN1CCN(CCCNC(=S)Nc2ccc(F)cc2)CC1
  -1.7%, 19.2%, -5.8, -2.9%, -3.9%, -0.1, 0.9%, 5.3%
> Cc1cc2ccccc2c(=O)n1CC(=O)NCC(=O)N(C)Cc1ccccc1
  2.2%, 14.5%, ., 5.8%, -2.6%, -0.9, 9.8%, -9.2%
> COC(=O)CN1C(=O)N/C(=C/c2ccc(OC)cc2)C1=O
  -9.3%, 16.1%, 3.2, -17.2%, -4.5%, -0.3, -5.3%, 5.3%
> Cc1cccc(NC(=O)CCc2ccccc2)c1C
  -7.2%, -3.3%, 2.0, 6.1%, 4.1%, -0.1, 4.7%, -35.1%
> Cc1cccc(-n2nc3c(c2NC(=O)c2cc4ccccc4o2)CS(=O)(=O)C3)c1
  6.1%, 3.3%, 3.1, 5.5%, ?, 2.8, -6.1%, -8.3%
> C=CCn1c(COc2ccc(CC)cc2)nnc1SCC(=O)NC1CCS(=O)(=O)C1 (stereo not given)
  -0.2%, 4.6%, 5.7, 7.2%, 0.0%, -0.3, 0.0%, -6.1%
> COc1ccc(Cc2nnc(SC)[nH]c2=O)cc1
  -10.4%, 19.4%, ., -4.7%, 10.5%, 0.5, -7.4%, -2.6%
> COc1ccc(-c2sc3ccc(OC)cc3c2C#Cc2cncn2C)cc1
  -4.3%, ?, 61.2, -18.1%, -14.3%, -0.1, -1.8%, -3.1%
> COc1ccc(NS(=O)(=O)c2cccc(C(=O)NNC(=O)c3ccc(=O)[nH]c3)c2)cc1
  -9.8%, -1.4%, -3.4, -0.9%, 0.2%, 0.5, 2.9%, 4.9%
> O=c1cc(O)c2ccccc2n1Cc1ccccc1Cl
  4.5%, 18.6%, -18.9, 18.2%, -0.4%, 0.8, 4.4%, -2.1%
> CCOc1ccccc1NC(=O)C1(S(=O)(=O)c2ccc(Cl)cc2)CC1
  -11.5%, 18.8%, 3.5, -8.6%, 9.6%, -0.3, -19.8%, 1.8%
> c1nnc2c3c4c(sc3ncn12)CCC4
  -6.3%, ?, ., -26.1%, 3.4%, -2.4, 22.7%, -17.8%
> CCOC(=O)COc1ccc2c(c1)C(=O)CC1(CCN(C(C)=O)CC1)O2
  -0.5%, 24.1%, ., -4.1%, -0.1%, -0.8, 2.9%, -10.6%
> Cc1ccccc1COc1ccc(-c2nnn(CC(=O)O)n2)cc1
  ?, 1.5%, 0.3, -18.0%, 1.0%, -0.3, 15.4%, 0.3%
> CCn1c(SCC(=O)Nc2ccc(S(=O)(=O)Nc3onc(C)c3C)cc2)nnc1-c1ccccc1
  3.3%, 24.2%, ., 8.4%, -7.3%, -0.4, -2.9%, -6.6%
> COc1cccc(C(=O)CSc2nc3ccccc3n2CC(=O)N(C(C)C)C(C)C)c1
  0.2%, -2.6%, 8.9, 26.4%, -3.4%, 1.1, 3.9%, -0.1%
> COc1ccc(/C=C/C(=O)OCCCN(C)C)cc1
  -16.1%, 13.3%, -6.2, 14.7%, 16.8%, -3.3, -18.3%, -28.3%[57.1 µM]
> CC(=O)c1c(C)n([O-])c2cc(F)c(F)cc2[n+]1=O
  -15.7%, 1.8%, -3.2, -2.5%, -6.7%, -2.5, 2.9%, -5.8%
> Cc1ccc(NC(=O)CSc2ccccc2)cc1S(=O)(=O)N1CCOCC1
  -6.0%, -4.6%, 8.1, 10.7%, -1.4%, 0.9, 6.3%, -11.7%
> Cc1ccc(NC(=S)N2CCN(Cc3ccccc3)CC2)c(C)c1
  7.9%, ., 20.0, ?, -7.3%, -0.2, -28.1%, -1.7%
> COc1ccc(N2Cc3ccccc3C2=NC(=O)c2ccc(C)cc2)cc1OC
  5.7%, 28.0%, 1.2, 12.1%, 0.7%, 5.7, -20.5%, 2.8%[57.1 µM]
> CC(=O)c1ccccc1C(=O)N1CCCC(CNC(=O)c2ccccc2Cl)C1 (stereo not given)
  26.7µM*, -12.7%, -23.7, 12.5%, 11.1%, -1.9, -5.6%, 3.4%
> O=C(CSc1nnc(-c2ccco2)n1-c1ccccc1)NCc1ccc2c(c1)OCO2
  -4.5%, -11.0%, ., 7.6%, 2.8%, 0.4, 4.7%, 1.9%
> O=C(NC1CCCCC1)C(c1cccs1)N(CC1CCCO1)C(=O)c1csnn1 (stereo not given)
  -7.1%, 16.3%, ., 9.6%, 4.2%, -2.0, 2.0%, 10.8%
> O=C1CSC(c2ccccc2O)N1Cc1ccccc1 (stereo not given)
  5.2%, 5.6%, 9.7, -7.6%, -12.3%, -4.0, -1.1%, 4.5%

Further entries follow.
Results follow in this order: PLK1 PBD inh, FUS yeast rescue, PI5P4K alpha inh, Abeta rescue, EPAC1 ag, IL-2 act, EPAC1 antagonist, WRN helicase inh
> CCOC(=O)N1CCN(C(=O)COc2ccc(S(=O)(=O)NCc3ccccc3)cc2)CC1
  -6.9%, ?, 7.0, 4.1%, -10.3%, 3.6, -4.0%, -5.4%
> N#CCCN(C(=O)Nc1ccc(Cl)cc1)c1ccccc1
  1.9%, -39.3%, 10.4, 4.2%[9.22 µM], -4.1%, 2.5, -4.7%, -14.6%
> CC1CCN(C(=O)c2ncn(C)c2C(=O)N2CCC(C)CC2)CC1
  ?, -13.9%, -13.5, -8.8%, -17.6%, -0.3, -2.8%, 6.3%
> CCOc1ccccc1C=Nc1ccccc1C(=O)Nc1ccccc1
  -5.6%, ., 0.1, -12.4%, -5.0%, -0.1, -3.8%, 3.6%
> Cc1ccc(CN2CC(C(=O)N(Cc3nnc(-c4ccccc4Cl)o3)C3CC3)CC2=O)cc1 (stereo not given)
  -1.4%, -0.9%, -6.7, 26.1%, 4.1%, -5.1, -4.0%, -6.5%
> CCOC(=O)c1sc(=NC(=O)c2ccc(OC)c(OC)c2)n(C)c1C
  -5.4%, 3.2%, ., -8.1%, 6.2%, 2.5, 2.7%, -7.4%
> CC(=O)Nc1nonc1-c1ccccc1
  -0.3%, 12.7%, ., 1.8%, -2.7%, -0.1, -3.9%, 4.9%
> COc1ccc(C(=O)N2CCCC(C(=O)c3ccccc3OC)C2)cc1OC (stereo not given)
  -20.4%, -10.0%, -2.5, 12.4%, 7.8%, -0.7, -8.2%, 0.7%
> CCCCCCCCN1[C@@H](CC(=O)OCC)c2cc(F)ccc2S1(=O)=O
  -0.6%, 14.1%, 6.7, 6.4%, -23.9%, -0.5, -21.9%, -8.7%
> CCOc1ccc2c(c1)n(CO)c(=S)n2CO
  -12.4%, -15.0%, 0.2, -1.8%, -1.2%, 1.5, 7.7%, -4.1%
> O=S(=O)(NCCSc1ccccc1)c1ccc2c(c1)OCCO2
  2.8%, 10.2%, 0.1, -16.7%, 6.4%, -4.7, -2.3%, -5.3%
> Cc1cccc(-c2nsc(SCC(=O)c3ccc(Cl)cc3)n2)c1
  16.8µM*, 4.9%, 5.9, -6.9%, 14.3%, 1.1, -28.1%, -10.0%
> COc1ccccc1C=C(C(=O)c1ccccc1)c1ccccc1
  -11.9%, 4.8%, 12.8, ?, -15.8%, -0.1, ?, -10.3%[57.1 µM]
> CN1CCCC1CCNc1ccc2sc3ccccc3c(=O)c2c1 (stereo not given)
  -11.8%, -5.6%, 0.7, -26.8%, 5.3%, 0.0, -7.8%, -30.4%
> N=C(CC1CC(=O)NC(=O)C1)C1=C(O)CCCC1=O
  -12.7%, 24.7%, 1.5, -6.0%, -2.2%, -0.8, 16.9%, 2.1%
> Cc1ccc(SCC(=O)Nc2ccc(-c3nc4ccccc4[nH]3)cc2)cc1
  3.3%, 3.8%, 1.7, 12.3%, -18.3%, -1.3, -4.9%, 1.1%
> CCOC(=O)c1c(/N=C/C2C(=O)CCCC2=O)sc(C)c1C
  -6.1%, ., 2.0, -7.0%, -6.4%, -1.0, -6.8%, -21.0%
> Cc1ccc(NC(=O)c2ccccc2)cc1-n1cnnn1
  3.3%, 7.5%, 0.9, 7.6%, -3.7%, 0.2, 11.1%, 8.1%
> O=C(NC1(C(F)(F)F)C(=O)Nc2c1c(=O)[nH]c(=O)n2Cc1ccccc1)c1ccc(Cl)cc1 (stereo not given)
  -1.5%, ., -0.8, 14.9%, 2.1%, 0.9, -1.3%, -5.3%
> COc1cc2c(cc1OC)CN(Cc1ccc(C)cc1)CC2
  -4.9%, 3.3%, -5.7, 2.2%, 7.2%, 0.8, -9.4%, -2.2%
> Cc1ccc(NS(=O)(=O)c2cc(NC(=O)c3cc4c(s3)CCCC4)ccc2C)c(C)c1
  -5.6%, ., -7.4, -0.1%, 4.6%, -1.5, -17.2%, -0.3%
> CCn1c(O)c(C=C2N=c3ccccc3=N2)sc1=S
  7.9%, -3.2%, 3.2, -3.1%, 8.2%, 1.4, 19.5%, 8.7%
> CC1Sc2ccc(S(=O)(=O)NCCc3ccccc3)cc2NC1=O (stereo not given)
  -11.1%, 16.4%, -0.3, 0.5%, 1.6%, -0.4, -21.3%, -4.5%
> O=C(CNC(=O)N1CC(=O)Nc2ccccc21)NCc1ccc(Cl)cc1
  -7.4%, 18.9%, 0.5, -9.2%, 15.2%, -2.9, 2.3%, -0.6%
> COC(=O)c1ccccc1NC(=S)N(Cc1ccc2c(c1)OCO2)Cc1cc2ccc(C)cc2[nH]c1=O
  -2.2%, ., 8.9, 0.0%, 1.0%, 0.5, -4.7%, -7.2%
> Cc1ccccc1-c1cnc2c(c1)C(=O)N([C@H](C)CO)C[C@@H](C)[C@H](CN(C)C(=O)c1ccncc1)O2
  7.0%, 4.1%, 7.9, 8.7%, -1.8%, -0.1, -0.5%, -0.4%
